# Pf growth 48h = inhibits P. falciparum growth in the first generation, 48 h. Potency, µM (doses to about 28.7 µM), for inactives: top-dose activity change, negative = inhibition, actives largely listed as inhibitors. AID 504832. P. falciparum luciferase growth in erythrocytes, 48 h. hit rate 5.9% among 310,000; also: potency is read from the fitted curve at half-maximal effect; % is scaled to controls: 0 for no effect and ±100 for the full control effect
#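 Read-out is firefly luciferase luminescence from an integrated reporter in P. falciparum, so falling signal marks reduced parasite growth. Infected erythrocytes were at 2% hematocrit and 0.1% parasitemia (final) in Albumax-supplemented RPMI 1640.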
# AmpC inh no detg = inhibitors of E. coli AmpC beta-lactamase without detergent; AmpC nitrocefin hydrolysis, absorbance 480 nm, 0.0001% Triton; Potency, µM (doses to about 57.1 µM), without a hit: at the highest dose activity change, negative = inhibition, actives largely listed as inhibitors; hit rate 0.52% among 330,000; AID 485341;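 also: potency is read from the fitted curve at half-maximal effect; plate controls were no compound for no effect and no enzyme for full effect; nearly all actives have a fitted effect of over 20% in size; some results filed as inactive show a strong effect at the top dose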
# Target sequence (P00811 whole entry, looked up): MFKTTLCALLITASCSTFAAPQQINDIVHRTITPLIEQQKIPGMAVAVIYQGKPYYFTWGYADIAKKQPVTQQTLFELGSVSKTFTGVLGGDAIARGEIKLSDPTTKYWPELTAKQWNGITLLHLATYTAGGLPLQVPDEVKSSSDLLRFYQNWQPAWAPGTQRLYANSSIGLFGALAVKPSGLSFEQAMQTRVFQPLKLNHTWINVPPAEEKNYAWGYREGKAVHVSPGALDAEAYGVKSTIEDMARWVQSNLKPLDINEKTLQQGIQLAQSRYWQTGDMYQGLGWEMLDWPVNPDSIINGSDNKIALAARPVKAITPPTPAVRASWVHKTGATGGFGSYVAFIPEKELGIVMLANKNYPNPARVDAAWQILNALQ
#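 AmpC (5.3 nM in the dispensed reagent) in 20 mM phosphate pH 7.0 with 0.01% (detergent screen) or 0.0001% Triton X-100 was preincubated with compounds for 15 min at room temperature. Nitrocefin was then added from an 800 uM solution, and hydrolysis was followed at 480 nm.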
# Cycloheximide cs = counter-screen hit for Shiga toxin inhibitors, cycloheximide; cell reporter, cycloheximide protein synthesis inhibition counterscreen; max response, %; hit rate 12% among 300,000; AID 2314; in the data active = max response mostly above about 13%, no sharp cut-off; inactive = mostly below about 14%; also: read at 38.3 µM for the half of the compounds with a filed dose; 0% is about no effect
# Tb PYK inh = inhibitors of Trypanosoma brucei pyruvate kinase. Potency, µM (series often up to 76.8 µM), inactives show at the top dose activity, negative = inhibition, usual class: inhibitors. hit rate 0.12% among 410,000. TbPYK enzyme, Kinase-Glo Plus ATP luminescence, 45 min. Q57TT1; also: potency is read from the fitted curve at half-maximal effect; % is scaled to controls: 0 for no effect and ±100 for the full control effect; nearly all actives have a fitted effect of over 50% in size
#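 ADP (130 uM final) triggers the TbPYK reaction after compound addition; incubation is 45 min at room temperature. Kinase-Glo Plus is then added and luminescence imaged. Normalized data are fitted to concentration-effect curves.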
# LmPK inh = blocks Leishmania mexicana pyruvate kinase activity; Q27686; purified LmPK, Kinase-Glo ATP luminescence, 1 h; Potency, µM (highest dose often 57.5 µM), inactives show at the highest dose activity change, negative = inhibition, usual class: inhibitors; hit rate 0.37% among 290,000; also: potency is read from the fitted curve at half-maximal effect; % is scaled to controls: 0 for no effect and ±100 for the full control effect
# Target sequence (Q27686 whole entry, looked up): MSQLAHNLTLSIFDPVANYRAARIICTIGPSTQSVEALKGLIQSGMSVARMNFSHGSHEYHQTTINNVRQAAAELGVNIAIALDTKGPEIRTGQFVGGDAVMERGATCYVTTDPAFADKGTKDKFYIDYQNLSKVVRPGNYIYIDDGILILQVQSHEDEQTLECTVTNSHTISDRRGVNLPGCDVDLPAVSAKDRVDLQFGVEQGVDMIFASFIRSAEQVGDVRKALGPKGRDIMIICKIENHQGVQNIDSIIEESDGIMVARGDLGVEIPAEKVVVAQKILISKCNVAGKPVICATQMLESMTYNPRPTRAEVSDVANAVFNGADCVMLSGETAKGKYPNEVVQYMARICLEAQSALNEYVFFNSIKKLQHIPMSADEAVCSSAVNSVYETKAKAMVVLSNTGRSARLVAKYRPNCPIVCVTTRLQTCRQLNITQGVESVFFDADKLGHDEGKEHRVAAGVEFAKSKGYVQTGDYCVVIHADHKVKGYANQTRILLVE
#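 Pyruvate kinase activity monitored as ATP production (luciferase luminescence). Conditions: 0.1 nM enzyme, 0.5 mM PEP, 0.1 mM ADP, 1 h, RT; normalized against uninhibited and no-enzyme wells.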
# Pf growth 96h = P. falciparum growth inhibition at 96 hour, primary screen for plastid delayed-death inhibitors; P. falciparum luciferase reporter growth, 96 h; Potency, µM (series often up to 28.7 µM), without a hit: top-dose activity change, negative = inhibition, actives largely listed as inhibitors; hit rate 6.9% among 320,000; AID 504834; also: potency is read from the fitted curve at half-maximal effect; % is scaled to controls: 0 for no effect and ±100 for the full control effect
#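 96 h incubation, 37 C, 5% CO2, of luciferase-reporter P. falciparum-infected RBCs (2% hematocrit, 0.05% parasitemia final) with test compounds; endpoint luminescence.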
# Shiga toxin inh = Shiga toxin inhibition; Vero cells, Shiga toxin protein synthesis inhibition reporter; inhibition, % at 38.7 µM; hit rate 9.2% among 290,000; AID 2315; in the data active = inhibition mostly above about 28%, no sharp cut-off; inactive = mostly below about 43%; also: 0% is about no effect
# Active calls of the source: *; ? = inconclusive; . = not tested or not shown; [ ] = another dose, or the depositor's remark. Unless noted, calls follow the shape of the dose curve; as a rule, active = well fitted curve in the direction sought with a large enough effect; inconclusive = small, poorly fitted or top-dose-only effect, or another doubt; inactive = no such curve, though single readings can be large; an effect the other way counts as inactive or inconclusive. Compounds as they come, and some 22% of all compounds hit somewhere here.
# Values run as follows: Pf growth 48h, AmpC inh no detg, Cycloheximide cs, Tb PYK inh, LmPK inh, Pf growth 96h, Shiga toxin inh
COCc1cc(C)n(CC(=O)N2CCCC2)c(=O)c1C#N
  21%, 1%[2.29 µM], -1, -4%, 0%, ?, 10
COc1ccc(Cl)cc1N(CC(=O)Nc1cccc(SC)c1)S(C)(=O)=O
  ., 12%, -1, -6%, -1%, -35%, 30
COc1cc(N)c(Cl)cc1C(=O)OCC(=O)N(C)C1CCCCC1
  17%, 6%, ., -11%, ., 7%, .
CCOC(=O)C1CCN(C(=O)COC(=O)c2nc3nc(C)cc(C)n3n2)CC1
  5%, -11%, ., -2%, ., 24%, .
Cc1cc(C)c(C)c(S(=O)(=O)NCc2ccncc2)c1C
  9%, -7%, -3, 3%, 7%, ?, -10
CCc1ccccc1NC(=O)COC(=O)C1C2CC3OC(=O)C1C3C2 (stereo not given)
  35%[activator], -7%, -2, 3%, 0%, 53%, 0
Cc1ccc(/C=C2/C(=N)N3N=C(CC(=O)N4CCCC4)SC3=NC2=O)cc1
  ?, -39%, -4, -10%, 4%, ?, -6
CCc1nn(CC(=O)N2CCN(CC)CC2)c(=O)c2cc3sccc3n12
  10%, 4%, -4, 0%, 0%, -26%, -9
Cc1cccc(OCCC(=O)OCC(=O)Nc2c(C)nn(-c3ccccc3)c2C)c1
  -1%, ?, ., 1%, ., 9%, .
C=CCn1c(=NC(=O)c2ccc(S(=O)(=O)N3CCCC3)cc2)sc2cc(NC(C)=O)ccc21
  1.9µM*, -3%, -5, 16%, -1%, 0.93µM*, -8
CCCc1c(C(=O)Nc2ccc(F)cc2F)cnn1-c1ccccc1
  -3%, -14%, 17*, 3%, 2%, -7%, 12
CC1(C)CC(=O)C(N=Nc2c(F)cccc2F)=C(O)C1
  3%, -4%, 2, -10%, -4%, 9%, -3
COc1ccc(-n2cc(-c3ccccc3)c3c(N4CCN(CCO)CC4)ncnc32)cc1
  ?, 200%[activator], 0, -9%, 2%, ?, -7
CCOc1ccccc1OCC(=O)NC1CCCCC1
  ., 0%, 9, ., 2%, -13%, 4
CSCCC(NC(=O)c1ccccc1)C(=O)N(C)CC(=O)Nc1ccc(N2CCOCC2)cc1 (stereo not given)
  -13%, 179%[activator], 2, 2%, -7%, ?, 37
Oc1c(Cl)cc(Cl)cc1CNc1ccccn1
  -2%, -44%, -2, -4%, -1%, 37%[activator], -16
CCOc1nc(-c2ccccc2)ccc1-c1noc(-c2ccco2)n1
  ?, -42%, -1, 4%, -2%, 16%, -1
C=CCSc1n[nH]c(-c2ccc(OCCC)cc2)n1
  -28%, -21%, 50*, 1%, 0%, -2%, 125*
COc1cc(C2C(Oc3ccccc3C)C(=O)N2Cc2ccc(F)cc2)cc(OC)c1OC (stereo not given)
  19%, 35%, -1, 2%, 4%, -14%, -9
Cc1ccc(S(=O)(=O)NC(=O)Nc2cc(C)no2)cc1
  0%, -15%, -4, 0%, 1%, -2%, -11
COc1ccc(C)cc1N(CC(=O)N1CCCC1)S(C)(=O)=O
  0%, -2%, -1, 4%, 1%, ?, 15
COc1cc(CCC(=O)OCn2nnc3ccccc3c2=O)cc(OC)c1OC
  17%, 15%, 8, 4%, 1%, -13%, 10
Cc1cc(C)nc(N2CCC(C(=O)NC3CC3)CC2)n1
  ?, -7%, -1, 5%, 1%, ?, -4
NC(=O)COC(=O)c1ccc(NS(=O)(=O)c2ccc3c(c2)OCCO3)cc1
  -9%, -15%, -3, -2%, -4%, 0%, 23
CC(C)CN(C(=O)CN1CCc2ccccc21)c1c(N)n(CC(C)C)c(=O)[nH]c1=O
  -20%, -60%, -2, 1%, 0%, -27%, -13
O=C(N/N=C/c1c(F)c(F)c(F)c(F)c1F)c1cccc(S(=O)(=O)N2CCOCC2)c1
  -6%, -7%, 11, 0%, 3%, 22%, -19
CCNC(=O)Cn1c(=O)c2c(ncn2Cc2ccccc2)n(Cc2ccccc2)c1=O
  ?, -6%, -4, -2%, 1%, 1µM*, -12
C=CCOc1ccc(/C=N/NC(=O)CN(c2cc(Cl)ccc2OC)S(=O)(=O)c2ccc(C)c([N+](=O)[O-])c2)cc1
  ?, -54%, 0, -7%, 1%, -10%, -11
O=C(N/N=C/c1cccc([N+](=O)[O-])c1)c1cc2c(ccc3ccccc32)o1
  20%, -14%, 1, -7%, 2%, ?, -10
CCOc1ccc(S(=O)(=O)N2CCCC(C(=O)N3CCOCC3)C2)cc1Cl (stereo not given)
  2%, 66%[activator], -5, 1%, -1%, ?, -7
O=C(c1ccccc1)N1CCN(C(=O)N2CCOCC2)CC1
  ., -7%, -4, 4%, 0%, ., -19
O=C(NCC1CCCO1)C(c1cccs1)N(Cc1ccccc1Cl)C(=O)c1ccc(-c2ccccc2)[nH]1 (stereo not given)
  5.2µM*, 54%, 1, -3%, 2%, 19%, -6
COc1ccc(Nc2n[nH]c(N)c2C(N)=O)cc1
  25%, -17%, 10, -3%, -6%[11.5 µM], ?, 20
Clc1cccc(CN2CCCCCC2)c1Cl
  -14%, -6%, -3, 23%, 1%, 0%, 3
COc1cc(C(=O)NC(C)c2cc(C)ccc2C)ccc1OCC(=O)N1CCOCC1 (stereo not given)
  ?, 12%, ., -6%, ., ?, .
Cc1nc2nc(SCC(=O)c3ccccc3)[nH]c2cc1Br
  ?, -30%, 1, 4%, 0%, 21%, -1
COc1ccc(C(=O)N(C)CC(=O)Nc2cccc(F)c2)cc1S(=O)(=O)NC1CCCC1
  ?, -15%, ., -2%, ., ?, .
CCCn1nnc(NC(=O)c2ccccc2Cl)n1
  87%[activator], 1%, 27*, -5%, -1%, ., 46
COc1ccccc1N(CC(=O)Nc1ccccc1C(=O)NCC(C)C)S(C)(=O)=O
  8.3µM*, -4%, 5, -2%, -1%, ., -19
COc1ccc(C(=O)n2nc(C#N)c(C#N)c2N)cc1
  1%, -15%, 7, 4%, -9%, 16%, -1

# One compound at a time, from the list above. Order of screens: Pf growth 48h	AmpC inh no detg	Cycloheximide cs	Tb PYK inh	LmPK inh	Pf growth 96h	Shiga toxin inh
# Record of O=C(N/N=C/c1c(F)c(F)c(F)c(F)c1F)c1cccc(S(=O)(=O)N2CCOCC2)c1 : -6%	-7%	11	0%	3%	22%	-19
# Record of COc1ccc(C)cc1N(CC(=O)N1CCCC1)S(C)(=O)=O : 0%	-2%	-1	4%	1%	?	15
# Record of Cc1nc2nc(SCC(=O)c3ccccc3)[nH]c2cc1Br : ?	-30%	1	4%	0%	21%	-1
# Record of CCCn1nnc(NC(=O)c2ccccc2Cl)n1 : 87%[activator]	1%	27*	-5%	-1%	.	46

# The list continues.
# Values run as follows: Pf growth 48h, AmpC inh no detg, Cycloheximide cs, Tb PYK inh, LmPK inh, Pf growth 96h, Shiga toxin inh
Nc1ncc(Br)cc1S(=O)(=O)Nc1cc(C(F)(F)F)cc(C(F)(F)F)c1
  17%, -32%, -4, 2%, -8%, 12%, 12
Cc1ccc(C2NC(c3ccc(C)cc3)C([N+](=O)[O-])C(C)(C)C2[N+](=O)[O-])cc1 (stereo not given)
  ?, -55%, -3, -3%, -2%, ?, -16
O=C1CCC(C(=O)N2CCCCCC2)CN1Cc1cccc(C(F)(F)F)c1 (stereo not given)
  0%, 78%[activator], -4, 6%, -4%, 21%, -12
CCNc1nc(SC(C)C(=O)OC)nc(N(C)C)n1 (stereo not given)
  -5%, -1%, -2, 5%, -5%, ?, -21
CCC(=O)Nc1ccc(NC(=O)CSc2nnnn2C(C)C)cc1
  13%, -18%, 1, -7%, 0%, -9%, -12
CCN(CC)S(=O)(=O)c1cc(OC)c(Cl)cc1Cl
  ., 15%, 28*, 2%, 0%, -18%, -2
CCCCOC(=O)Nc1ccc(C(=O)OCCC)cc1
  18%, -22%, 29*, -9%, -4%, 39%[activator], 134*
COc1ccc(C(=O)N2CC3(C)CC2CC(C)(C)C3)cc1 (stereo not given)
  ?, ., -3, -4%, -1%, -28%, -8
CCOC(=O)CN1C(=O)Nc2ccc(Br)cc2C1c1ccccc1 (stereo not given)
  -12%, 12%, 0, -4%, 0%, 154%[activator], -3
Nc1cc(=O)[nH]n1C1CCCCC1
  28%, -26%, -1, 0%, 2%, 42%[activator], -8
CCOc1ccc(C(=O)NNC(=O)CCNC(=O)c2ccc(Br)cc2)cc1OC
  1%, -7%, ., 0%, ., ?, .
CCOC(=O)c1cc2cc3ccccc3cc2[nH]1
  ., -24%, 54*, -6%, 5%, ., 150*
Cc1ccc(NC(=O)CSc2nnc(NC(=O)CN3CCOCC3)s2)cc1
  -5%, 17%, -4, -10%, 4%, -17%, -6
O=C(CCC1CCCCC1)NCCN1CCOCC1
  -10%, 4%, 2, 2%, -1%, 37%[activator], -9
CCOc1ccc(Br)cc1S(=O)(=O)Nc1cccc(S(=O)(=O)NC2=NCCC2)c1
  3%, -6%, -2, -15%, 1%, 6%, -1
O=C1CC(O)(C(F)(F)F)Oc2c1ccc1ccccc21 (stereo not given)
  22%, -21%, 19*, 0%, 4%, ., 79
Cn1c(NCc2ccccc2O)nc2ccccc21
  -2%, -5%, 38*, -2%, -7%, ., 37
CCOC(=O)/C(C#N)=C\c1ccc(CC)s1
  17%, -5%, 80*, 4%, -3%, 16%, 102*
COc1ccc(N2C(=O)C(CC(=O)Nc3ccccc3)N(Cc3ccc4c(c3)OCO4)C2=O)cc1 (stereo not given)
  ?, 2%, -4, -17%, 2%, ?, 17
O=C(CCC1CCCC1)N=C1SC2CS(=O)(=O)CC2N1Cc1ccccc1 (stereo not given)
  0%, -16%, 1, -5%, 2%, 37%[activator], 14
Cc1ccnc(NC(c2ccncc2)c2c(C)[nH]c3ccccc23)c1 (stereo not given)
  -2%, -25%, -5, -12%, 4%, ?, -9
COC(=O)c1c(NC(=O)c2ccoc2C)sc(C)c1C
  ?, -18%, -11, -3%, -4%, -17%, 6
CCOc1ncccc1C(=O)Nc1ccc(-c2cn3ccsc3n2)cc1
  -21%, -3%, -4, 6%, -3%, ?, 21
COC(=O)c1sc(NC(=O)COC(=O)C2CCC2)c(C(=O)OC)c1C
  17%, -30%, ., -6%, ., -2%, .
C#CC(CC)(CC)NC(=O)c1c(C)noc1C
  1%, 2%, -4, -14%, -4%, 8%, 18
O=C(CCCOc1ccccc1)n1nnc2ccccc21
  -4%, 1%, 2, -1%, -7%, ?, 24
CCN1CCN(C(=O)CS(=O)(=O)Cc2nc(-c3ccc(C)cc3)oc2C)CC1
  17%, 10µM*, 0, 5%, 1%, ?, 29
CCCCn1nnnc1SCC(=O)Nc1ccc(N(C)C)cc1
  ., -16%, 2, -10%, 3%, 10%, 13
CC(CN1CCOCC1)OC(=O)C1COc2ccccc2O1 (stereo not given)
  25%, -23%, -3, -15%, 0%, 13%, -7
Cc1ccc(OCC(=O)Nc2ccc(CN3CCOCC3)cc2)cc1
  3%, 1%, 2, -1%, -1%, -14%, -10
COc1ccc(N/N=C(\C#N)C(=N)N2CCCCC2)cc1
  93%[activator], -22%, 43*, -1%, 1%, 17%, 68*
Cc1ccc(C(=O)OCC(=O)Nc2sccc2C(N)=O)cc1NC(=O)c1ccco1
  -10%, -44%, -3, 1%, 8%, ., -17
CC(/C=N/NC(=O)c1cccnc1)=C\c1ccco1
  24%, -11%, 14*, 7%, 2%, ., 35

# Screening results (PubChem BioAssay)
